Bioassay records from PubChem BioAssay.
Scp1 inh: inhibitors of human Scp-1 phosphatase; 340,000 compounds, 0.88% hits; inhibition, % at 20 µM; Recombinant Scp1, phosphopeptide, malachite green phosphate absorbance; AID 493091;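 active means inhibition above about 50% at 20 µM, limit read from the data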;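 further: plate controls were DMSO wells with enzyme for no effect and wells lacking enzyme for full effect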
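assay system = SCP-1 phosphatase catalytic domain, residues 76-261 | buffer or medium = 50 mM Tris acetate pH 5.5, 0.005% Tween-20, 10 mM MgCl2 | incubation = enzyme reaction 45 min at room temperature, colour 5 min, stabilisation 30 min | signal = Phosphate-binding colour reagent, absorbance read at 630 nm | measure = % inhibition at 20 µM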
SUMO1-SIM PPI: SUMO1-SIM interaction modulation. AID 602429. inhibition, % at 20 µM. SUMO1 binding to a labelled peptide, TR-FRET, 1 h. 360,000 compounds, 0.33% hits. P63165; in the data active means inhibition above about 37%
NadD inh: blocks S. aureus nicotinate mononucleotide adenylyltransferase | purified NadD enzyme, colorimetric absorbance read-out | inhibition, % at 20 µM | 360,000 compounds, 0.78% hits; in the data active means inhibition above about 26%; further: some compounds past the cut are filed as inactive
DNMT1 block: inhibitors of human DNMT1 | P26358 | 360,000 compounds, 0.83% hits | inhibition (reported as % activation of signal), % at 10 µM | DNMT1 molecular beacon, Hinp1I cleavage, fluorescence; in the data active means inhibition above about 50%
Rpn11 inh: blocks the human proteasome subunit Rpn11. human 26S proteasome, Ub4-pepOG fluorescence polarization; 20S core pre-blocked with epoxomicin. calls only at 20 µM. 360,000 compounds, 0.59% hits;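 active means inhibition at 20 µM, scaled to each plate's controls, above about 33%, limit read from the data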
MsrA inhibitor: inhibits bovine methionine sulfoxide reductase A | purified bovine MsrA, absorbance read-out | inhibition, % at 15.5 µM | 360,000 compounds, 0.75% hits; in the data active means inhibition above about 4.5%;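 further: 0% = vehicle wells with enzyme and 100% = reference inhibitor wells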
LMPTP inh: LMPTP (human) inhibition; AID 651560; 360,000 compounds, 0.22% hits; inhibition, % at 20 µM; recombinant LMPTP-A, OMFP fluorogenic substrate, fluorescence intensity;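 active means compounds that cut the enzyme signal by at least half of the control window in the single-dose screen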;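 further: plate controls were DMSO wells with enzyme plus substrate for no effect and substrate without enzyme for full effect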
Target sequence (P24666 whole entry, looked up): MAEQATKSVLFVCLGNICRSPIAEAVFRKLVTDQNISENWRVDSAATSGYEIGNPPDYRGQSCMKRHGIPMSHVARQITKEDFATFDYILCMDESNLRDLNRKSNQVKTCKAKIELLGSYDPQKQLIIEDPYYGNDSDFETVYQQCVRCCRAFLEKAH
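Test system: LMPTP-A phosphatase enzyme. Amount: LMPTP-A at 0.625 nM final in the reaction. Reagent: OMFP substrate, 400 µM final. Times: 50 min at room temperature. Signal: endpoint fluorescence intensity from OMFP dephosphorylation. Read-out basis: % inhibition. Benchmarks: no-enzyme and uninhibited controls.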
CSN deneddyl inh: inhibitors of human CSN-mediated cullin deneddylation | Purified CSN, SCF-Nedd8-OG deneddylation, fluorescence polarization | inhibition, % at 12.5 µM | AID 651999 | Q92905 | 360,000 compounds, 0.38% hits;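 active means pattern-corrected inhibition above about 35%, with an unprinted fluorescence ratio check between 0.5 and 1.5, limit read from the data, passing the limit was not always enough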;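 further: 0% = enzyme with substrate and 100% = substrate without enzyme; some results filed as inactive read as strong as hits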
Target sequence (Q92905 whole entry, looked up, one chain of several): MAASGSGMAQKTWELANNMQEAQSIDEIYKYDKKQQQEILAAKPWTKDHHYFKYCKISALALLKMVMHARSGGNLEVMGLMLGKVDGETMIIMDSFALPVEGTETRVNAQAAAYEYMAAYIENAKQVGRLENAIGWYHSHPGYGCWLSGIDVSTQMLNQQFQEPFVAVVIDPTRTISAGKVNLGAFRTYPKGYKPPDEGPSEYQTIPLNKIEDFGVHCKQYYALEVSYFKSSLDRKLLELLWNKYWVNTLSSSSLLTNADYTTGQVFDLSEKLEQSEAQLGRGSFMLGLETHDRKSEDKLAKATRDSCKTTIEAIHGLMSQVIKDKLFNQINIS
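test system = HEK293T-derived human Csn5 enzyme | amount = 0.24 nM Csn5 enzyme, final concentration | medium = Tris/NaCl/DTT buffer, pH 7.5 | schedule = 90 min reaction at room temperature | signal = FP | evaluation = inhibition of Csn5 cleavage, % | compound dosing = single dose of 12.5 µM compound with 0.25% DMSO | probe or stimulus = 10 nM SCFSkp2-Nedd8OG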
STEP block: blocks human striatal-enriched tyrosine phosphatase. P54829. recombinant STEP, OMFP fluorogenic substrate, fluorescence. inhibition, % at 20 µM. 360,000 compounds, 0.25% hits;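 active means inhibition at 20 µM, scaled per plate between control wells, above about 37%, limit read from the data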;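 further: 0% = DMSO with enzyme and substrate and 100% = substrate only without enzyme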
Target sequence (P54829 whole entry, looked up): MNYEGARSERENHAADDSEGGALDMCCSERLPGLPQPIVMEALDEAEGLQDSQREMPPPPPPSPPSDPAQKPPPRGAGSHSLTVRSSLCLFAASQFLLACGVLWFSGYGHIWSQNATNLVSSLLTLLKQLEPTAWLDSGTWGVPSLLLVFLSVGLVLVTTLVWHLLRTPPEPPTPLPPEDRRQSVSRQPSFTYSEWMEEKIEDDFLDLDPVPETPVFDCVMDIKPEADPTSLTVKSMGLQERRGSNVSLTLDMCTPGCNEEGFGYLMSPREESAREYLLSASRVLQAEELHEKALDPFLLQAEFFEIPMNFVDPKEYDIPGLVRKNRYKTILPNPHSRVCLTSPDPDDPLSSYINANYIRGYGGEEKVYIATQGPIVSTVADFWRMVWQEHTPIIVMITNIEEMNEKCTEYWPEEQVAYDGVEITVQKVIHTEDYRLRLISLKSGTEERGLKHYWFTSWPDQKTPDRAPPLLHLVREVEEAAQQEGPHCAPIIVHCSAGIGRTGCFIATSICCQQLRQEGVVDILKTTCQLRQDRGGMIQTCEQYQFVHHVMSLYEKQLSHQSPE
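Assay system: isolated STEP enzyme. Buffer or medium: pH 6.0 Bis-Tris with DTT and Tween 20. Also added: fluorogenic phosphatase substrate OMFP at 25 µM final. Dosing: 20 µM, 1% DMSO. Timing: 20 min reaction, room temperature, in the dark. Measured by: fluorescence intensity, excitation 480 nm, emission 540 nm. Evaluation: normalized % inhibition.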
Tb MetRS inh: Trypanosoma brucei MetRS inhibition; purified T. brucei MetRS, ATP depletion, Kinase-Glo luminescence; inhibition, % at 11.9 µM; 360,000 compounds, 0.4% hits; AID 624268;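 active means inhibition above a per-plate cutoff of the control wells' mean inhibition plus 3 SD, cut at about 5.5% in these data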;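 further: 0% = DMSO wells median and 100% = median of wells with control inhibitor compound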
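Measured by: Kinase-Glo luciferase luminescence reporting remaining unconsumed ATP. Material: purified T. brucei MetRS enzyme. Doses: 11.9 µM compound single dose, 0.9% DMSO. Medium: HEPES buffer containing pyrophosphatase, BSA, spermine, DTT. Times: 15 min preincubation, 2 h reaction, all 25 °C. Reagent: methionine, ATP and bulk E. coli tRNA.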
* = called active by the depositor; i = inactive; nt = not tested or not shown.

SMILES | Scp1 inh | SUMO1-SIM PPI | NadD inh | DNMT1 block | Rpn11 inh | MsrA inhibitor | LMPTP inh | CSN deneddyl inh | STEP block | Tb MetRS inh
O=C(CN1CCN(c2ccccc2)CC1)N1CCN(c2ccccc2)CC1 | -8 | 1 | -6 | 0 | i | -1.3 | -0.9 | 1 | 1 | -0.8
CCCC(=O)N1CCC(Cc2ccccc2)CC1 | 6 | 4 | -1 | 3 | i | 0.4 | -1.7 | -3 | -6 | -1.4
COc1ccccc1C(c1nnnn1C(C)(C)C)N1CCN(C(=O)c2ccco2)CC1 (configuration not stated) | -2 | -3 | -1 | -3 | i | -1.2 | 0.7 | 1 | -2 | -2.1
CCOc1ccccc1C(=O)NC(C)c1ccc(-n2ccnc2)cc1 (configuration not stated) | -5 | 4 | 2 | -2 | i | -0.1 | -1.1 | -1 | 0 | -0.1
CN1C(C)(C)CC(NC(=O)c2ccco2)CC1(C)C | -4 | -4 | -4 | 3 | i | -1.2 | 2.9 | -1 | -2 | -0.2
CCc1cccc(CC)c1NC(=O)CO/N=C(\C)c1cccs1 | -7 | -1 | -2 | 0 | i | -1.1 | 0.1 | -1 | -1 | -0.2
COc1cccc(OC)c1C(=O)OCC(=O)Nc1ccc(OC(F)(F)F)cc1 | -8 | 3 | -3 | 6 | i | 1.2 | 1.3 | -1 | 13 | 0.2
CSc1ccccc1NC(=O)c1onc(C)c1Cl | 1 | 5 | -3 | 1 | i | 0.1 | -0.3 | -3 | 3 | -0.4
COc1ccc(Br)cc1C(=O)NCc1cccnc1 | -4 | 2 | -3 | 11 | i | -1.4 | -1.5 | 3 | -12 | 0.6
O=C(/C=C/c1ccco1)NC(=S)Nc1ccc(Cl)cn1 | -4 | 13 | 9 | 13 | i | 2.6 | 3.9 | 15 | 8 | -0.5
CC1C(=O)N2CCCc3cc(NC(=O)C4CCCCC4)cc1c32 (configuration not stated) | -2 | 26 | 0 | 3 | i | 1.7 | 0.0 | -1 | 0 | -0.3
CC(=O)N1CCN(CC(=O)Nc2c(Cl)cc(Cl)cc2Cl)CC1 | -11 | 2 | -2 | -3 | i | -1.3 | -1.2 | 1 | 3 | -0.3
CC(C)CC(NC(=O)C(CC(C)C)NC(=O)OC(C)(C)C)C(N)=O (configuration not stated) | 4 | -5 | 3 | -1 | i | -0.2 | -2.2 | 2 | -2 | -1.3
C[C@H](CO)N1C[C@H](C)[C@@H](CN(C)C)Oc2c(NS(=O)(=O)c3cn(C)cn3)cccc2C1=O | 12 | 1 | 4 | 11 | i | 0.9 | -1.9 | -1 | 0 | 0.0
CCC(C)c1ccccc1N1CC(C(=O)N2CCN(S(=O)(=O)c3ccccc3Br)CC2)CC1=O (configuration not stated) | -5 | -48 | 2 | -2 | i | -1.1 | -10 | -1 | -2 | -0.1
COc1cccc(NC(=O)CN2CCSc3ccccc32)c1 | -9 | 2 | -3 | -1 | i | 1.5 | 0.2 | -4 | 0 | -0.2
CCC(CC)C(=O)NCc1cccnc1 | 4 | -1 | -2 | 2 | i | 0.7 | -0.2 | -5 | -4 | -0.2
O=C(CCc1ccc(S(=O)(=O)N2CCOCC2)cc1)NCCc1ccccn1 | -13 | -5 | 14 | 2 | i | 0.8 | -2.1 | -3 | -3 | -0.3
CCC(=O)c1ccc(OCC(=O)OCC(=O)Nc2ccc3c(c2)OCCO3)cc1 | -18 | 6 | -1 | -4 | i | -0.4 | -1.0 | 1 | 2 | -0.2
C[C@@H]1CN([C@H](C)CO)C(=O)c2c(c3ccccc3n2C)-c2ccccc2CO[C@H]1CN(C)Cc1ccc(-c2ccccc2)cc1 | nt | 2 | 9 | -18 | i | 0.4 | 3.4 | 2 | -2 | -0.6
O=C(COc1ccc([N+](=O)[O-])cc1)Nc1ccc2c(c1)nc1n2CCOC1 | 3 | -13 | -5 | -4 | i | 0.7 | -2.0 | 2 | -1 | -0.3
Cc1ccc(CCC(=O)Nc2ccc(Br)cc2)o1 | -5 | 1 | -3 | 5 | i | 0.3 | 0.7 | 2 | 4 | 0.5
Cc1ccc(CNC(=S)NC2CCC(C(C)(C)C)CC2)cc1 (configuration not stated) | 44 | 4 | -3 | 7 | i | -0.2 | 2.0 | 5 | 2 | 0.0
O=C(NC(=S)Nc1ccccc1Cl)c1csnn1 | -12 | -5 | -1 | -1 | i | 1.6 | 0.9 | -2 | -3 | -0.5

Fetched by compound from the list above, 2 records:
SMILES | Scp1 inh | SUMO1-SIM PPI | NadD inh | DNMT1 block | Rpn11 inh | MsrA inhibitor | LMPTP inh | CSN deneddyl inh | STEP block | Tb MetRS inh
O=C(COc1ccc([N+](=O)[O-])cc1)Nc1ccc2c(c1)nc1n2CCOC1 | 3 | -13 | -5 | -4 | i | 0.7 | -2.0 | 2 | -1 | -0.3
O=C(CCc1ccc(S(=O)(=O)N2CCOCC2)cc1)NCCc1ccccn1 | -13 | -5 | 14 | 2 | i | 0.8 | -2.1 | -3 | -3 | -0.3

Remaining list, next part:
SMILES | Scp1 inh | SUMO1-SIM PPI | NadD inh | DNMT1 block | Rpn11 inh | MsrA inhibitor | LMPTP inh | CSN deneddyl inh | STEP block | Tb MetRS inh
CCCCN(C(=O)c1ccc(-c2ccc(Cl)cc2)o1)c1c(N)n(CC(C)C)c(=O)[nH]c1=O | 4 | -9 | 2 | 11 | i | -0.4 | -1.5 | 4 | -4 | -0.2
O=C(O)CSc1nnc(-c2cccs2)n1-c1ccc(Cl)cc1 | -6 | -1 | -4 | 1 | i | -0.7 | -1.6 | 2 | 0 | 0.3
COc1cccc(C(=O)NCc2ccc3c(c2)cc(C)n3C)c1 | -1 | -17 | 26 | -5 | i | -0.9 | 21 | -8 | 6 | 0.2
Cc1c(C(=O)/C=C/N(C)C)nnn1-c1ccc(Cl)cc1C#N | -4 | 1 | -7 | -1 | i | 3.0 | -1.2 | 1 | -2 | 0.5
C/C(=N\NC(=O)c1cc(C)[nH]n1)c1cccs1 | -8 | -4 | -6 | -1 | i | 3.0 | 0.6 | -3 | 1 | -0.3
COc1ccc(CN2CCCC(C(=O)c3cccc(C(F)(F)F)c3)C2)cc1O (configuration not stated) | 22 | -2 | -6 | 2 | i | 0.6 | 0.1 | -3 | -1 | -0.6
Cc1ccc(C#N)c(SCC(=O)Nc2nccs2)n1 | -11 | 1 | -6 | -4 | i | 1.3 | 0.1 | -1 | -2 | -0.1
COc1ccc(S(=O)(=O)N2CCC(C(=O)NC3CCCCC3)CC2)cc1C | -10 | 2 | -4 | -4 | i | 0.3 | -0.7 | 0 | -1 | 0.3
COC(=O)c1cc(=O)n(Cc2cccs2)c(=Nc2ccccc2)s1 | 0 | -4 | -7 | -2 | i | 0.9 | 0.5 | -1 | -1 | -1.0
CC1(c2ccccc2)NC(=O)N(CC(=O)N2CC(=O)Nc3ccccc32)C1=O (configuration not stated) | -12 | 3 | 2 | 0 | i | -0.5 | -1.1 | 5 | 1 | -0.2
Cc1ccccc1-c1nc(CN2CCC(C(=O)N3CCN(c4ccccn4)CC3)CC2)c(C)o1 | -4 | -2 | -7 | -1 | i | -0.5 | 4.7 | 3 | -2 | -0.4
COc1ccccc1NC(=O)C1CC(=O)OC1c1ccccc1 (configuration not stated) | -15 | 1 | -2 | -1 | i | 1.3 | -1.9 | -3 | -2 | -0.9
CSc1ncccc1C(=O)OCC(=O)N(CC(C)C)c1c(N)n(Cc2ccccc2)c(=O)[nH]c1=O | -5 | 4 | 1 | 0 | i | 1.3 | 0.2 | 0 | 2 | -0.4
COc1ccc(/C=C/C2=NN(Cc3ccccc3)C(=O)CC2)cc1 | -8 | -11 | -3 | -4 | i | 2.7 | 1.3 | -8 | 0 | 0.3
COc1cccc(-c2nnn(C/C(N)=N/O)n2)c1 | -1 | 4 | -2 | 2 | i | 0.6 | 0.1 | -7 | -2 | 0.7
O=C(NC1CCCCC1)c1csnn1 | -3 | 2 | 3 | -3 | i | 0.7 | 0.0 | 1 | 2 | -0.4
O=C(NCc1ccccn1)c1cc(S(=O)(=O)N2CCN(c3ccccc3)CC2)ccc1Cl | 6 | 2 | 1 | 0 | i | 0.7 | -0.6 | -4 | 1 | -0.5
CC1C(=O)N(Cc2cn(CCC3OCCCO3)nn2)CCS(=O)(=O)N1Cc1ccc(-c2ccc(Cl)nc2)cc1 (configuration not stated) | nt | 1 | -3 | 5 | i | 0.4 | -1.4 | -5 | 2 | -1.3
CCCC(=O)Nc1ccc(Cl)c(NC(=S)NC(=O)c2ccco2)c1 | -11 | -1 | -7 | -2 | i | 1.4 | 0.7 | -23 | -1 | -0.5
Cc1scc(C(=O)N/N=C/c2ccsc2)c1C | -2 | -1 | 0 | 1 | i | 0.2 | -1.0 | -3 | -3 | 0.2
C=CC[C@@H](Cc1ccc(F)cc1)C(=O)OC[C@@H]1CCCN1C(=O)[C@@H](CC=C)CC(=O)N(CCO)Cc1ccccc1 | -4 | -2 | -13 | -3 | i | -1.4 | 1.1 | 1 | 0 | -0.3
O=C(Nc1c(F)c(F)c(F)c(F)c1F)c1ccc(Br)o1 | nt | 5 | -5 | 0 | i | -0.6 | -0.7 | -5 | -2 | -0.3
COc1ccccc1NC(=O)NNC(=O)CN1C(=O)COc2ccccc21 | -7 | 22 | 4 | 3 | i | -0.5 | -0.4 | -3 | 0 | 0.0
Clc1ccc(Cn2ccc3ccccc32)cn1 | -9 | 3 | -6 | -2 | i | 0.0 | -0.6 | -4 | 1 | -0.7
CCN(CCCNS(=O)(=O)c1cc(-c2cc(C)no2)ccc1C)Cc1ccccc1 | -2 | 5 | -7 | 0 | i | 0.1 | -0.6 | 4 | -4 | -0.7
Cc1ccc(N2CCN(/N=C/c3sccc3C)CC2)cc1 | -6 | -3 | -1 | -1 | i | 0.5 | -1.5 | 0 | 0 | 0.9
Cc1ccc(NC2CCCN(C(=O)c3ccc(C)c(N4CCNC4=O)c3)C2)cc1C (configuration not stated) | -8 | 1 | 4 | -1 | i | nt | 1.6 | -1 | -2 | -0.5
O=C(NNC(=O)c1cc(-c2ccc(Cl)cc2)nc2ccccc12)c1csc(N2CCOCC2)n1 | 4 | 5 | 31* | -2 | i | 2.3 | 1.8 | 0 | -1 | -0.3
Cc1nc([N+](=O)[O-])c(C(=O)OCc2ccccc2Br)n1C | -4 | -22 | -4 | 2 | i | 0.3 | 0.4 | 6 | -1 | 0.1
